UGM FP inh: inhibitors of M. tuberculosis UDP-galactopyranose mutase. purified UGM, fluorescence polarization probe displacement. 0.06% of 320,000 active. AID 504406. P9WIQ1. inhibition, % at 10 µM; in the data active = inhibition above about 10%, passing the limit was not always enough; inconclusive = no clear call, values can overlap the other calls
Target sequence (P9WIQ1 whole entry, looked up): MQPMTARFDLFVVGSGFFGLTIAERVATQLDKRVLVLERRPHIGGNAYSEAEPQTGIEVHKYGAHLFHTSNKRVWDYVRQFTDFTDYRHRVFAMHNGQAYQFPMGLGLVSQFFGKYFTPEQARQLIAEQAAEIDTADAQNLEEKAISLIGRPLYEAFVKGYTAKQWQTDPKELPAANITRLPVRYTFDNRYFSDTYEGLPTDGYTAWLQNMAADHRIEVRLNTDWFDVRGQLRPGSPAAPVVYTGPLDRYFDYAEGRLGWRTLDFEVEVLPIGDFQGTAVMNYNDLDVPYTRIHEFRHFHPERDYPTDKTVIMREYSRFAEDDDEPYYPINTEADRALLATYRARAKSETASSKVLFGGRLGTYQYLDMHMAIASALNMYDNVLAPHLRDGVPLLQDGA
FadD28 FP inh: M. tuberculosis FadD28 bisubstrate binding inhibition; FadD28 bisubstrate probe binding, fluorescence polarization; inhibition, % at 12.5 µM; 0.22% of 360,000 active; in the data active = inhibition above about 8.5%, passing the limit was not always enough; inconclusive = no clear call, values can overlap the other calls
CCHF vOTU inh: CCHFV vOTU protease inhibition; Pep-AMC fluorescence; inhibition, % at 11.5 µM; 0.55% of 370,000 active; also: 0% = vehicle wells with enzyme and 100% = no enzyme wells
DUSP3 inh: DUSP3 (human) phosphatase inhibition. P51452. recombinant VHR phosphatase, pNPP absorbance. inhibition, % at 13.3 µM. 0.52% of 290,000 active. AID 1654; in the data active = inhibition above about 50%; also: some compounds called inactive have numbers as strong as hits
Target sequence (P51452 whole entry, looked up): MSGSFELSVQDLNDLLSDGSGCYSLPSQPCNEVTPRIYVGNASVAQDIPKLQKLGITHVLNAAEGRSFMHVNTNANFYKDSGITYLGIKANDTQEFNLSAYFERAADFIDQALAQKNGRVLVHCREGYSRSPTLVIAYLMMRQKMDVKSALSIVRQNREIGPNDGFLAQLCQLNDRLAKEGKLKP
MazF activator: MazEF (E. coli) toxin RNase activation; 0.32% of 350,000 active; AID 504720; P0AE70; activation, % at 20 µM; FAM/BHQ RNA-DNA oligo cleavage fluorescence, 5 h; in the data active = activation above about 50%
Target sequence (P0AE70 whole entry, looked up): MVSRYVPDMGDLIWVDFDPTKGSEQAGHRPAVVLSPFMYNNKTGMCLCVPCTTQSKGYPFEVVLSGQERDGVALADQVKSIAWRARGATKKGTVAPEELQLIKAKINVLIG
BoNT F protease: inhibitors of Botulinum neurotoxin F light chain protease; 0.22% of 360,000 active; Multiplex microsphere protease cleavage assay, flow cytometry; inhibition, % at 10 µM; in the data active = inhibition above about 35%, passing the limit was not always enough; inconclusive = no clear call, values can overlap the other calls; also: plate controls were buffer without enzyme for full effect and enzyme alone for no effect
FBA Mtb inh: Mtb fructose-bisphosphate aldolase inhibition | purified M. tuberculosis FBA, fluorescence read-out | inhibition, % at 1 µM | P9WQA3 | 2.3% of 360,000 active | AID 588726; in the data active = inhibition above about 27%;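 also: 0% = vehicle and 100% = reference inhibitor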
Target sequence (P9WQA3 whole entry, looked up): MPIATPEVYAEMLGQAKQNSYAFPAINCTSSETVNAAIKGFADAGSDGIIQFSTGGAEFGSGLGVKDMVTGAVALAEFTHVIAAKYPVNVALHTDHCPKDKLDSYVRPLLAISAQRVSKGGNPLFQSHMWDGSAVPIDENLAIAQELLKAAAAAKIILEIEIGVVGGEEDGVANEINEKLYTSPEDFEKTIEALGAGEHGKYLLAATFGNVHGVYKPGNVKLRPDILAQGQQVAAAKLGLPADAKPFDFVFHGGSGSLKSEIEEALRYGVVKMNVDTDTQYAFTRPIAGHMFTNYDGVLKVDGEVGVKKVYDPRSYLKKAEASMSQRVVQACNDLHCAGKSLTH
GDH-TPI counter: inhibits GDH-TPI coupling enzymes, artifact for Mtb FBA screen; GDH-TPI coupled enzyme counterscreen, NADH absorbance; inhibition, % at 4.8 µM; 1.2% of 360,000 active;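 also: 0% = DMSO wells and 100% = wells lacking the enzyme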
Rv3671c inh: Rv3671c (M. tuberculosis) protease inhibition; inhibition, % at 5.96 µM; P9WHR9; 0.048% of 320,000 active; in the data active = inhibition above about 38%;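 also: extracellular domain of Rv3671c used as enzyme; 0% = enzyme with DMSO and 100% = no enzyme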
Mtb BioA inh: inhibitors of Mycobacterium tuberculosis BioA enzyme. purified M. tuberculosis BioA enzyme, plate reader. inhibition, % at 9.99 µM. 0.096% of 360,000 active. AID 602481; in the data active = inhibition above about 40%; inconclusive = no clear call, values can overlap the other calls
* = called active by the depositor; ? = inconclusive; nt = not tested or not shown. Rule as the data show it, unless noted: active = inhibition above about 30%; inactive = the rest.

no. | SMILES | UGM FP inh | FadD28 FP inh | CCHF vOTU inh | DUSP3 inh | MazF activator | BoNT F protease | FBA Mtb inh | GDH-TPI counter | Rv3671c inh | Mtb BioA inh
1 | OCCN1CCN(CC(O)C(F)(F)F)CC1 (configuration not stated) | 2.9 | 1.8 | 10 | 28 | 1 | 4 | 1 | -1 | -2 | nt
2 | COc1cc(CC(NC(C)=O)C(=O)NC2CCN(S(=O)(=O)c3ccc(NC(C)=O)cc3)CC2)cc(OC)c1 (configuration not stated) | -0.5 | -2.2 | 16 | 6 | 4 | -24 | 2 | 3 | 2 | -3.0
3 | O=C(N/N=C/c1cccc(F)c1)NC1CCCCC1 | 0.2 | -3.3 | 15 | 18 | 5 | -2 | 0 | -2 | -7 | nt
4 | COc1ccccc1NC(=S)NC(=O)c1ccc(-c2ccc(Cl)cc2)o1 | 3.7 | -2.8 | 4 | 34 | -8 | -1 | 2 | 16 | 1 | -2.0
5 | Cc1ccc(NC(=O)CN2c3cccc4cccc(c34)S2(=O)=O)cc1 | 2.8 | -1.3 | 1 | nt | 0 | -22 | 6 | 5 | -8 | 3.7
6 | CCC1=Nc2cc(C(=O)NCCN3CCCC3)ccc2Sc2ccc(C)cc21 | 0.7 | -7.7 | 7 | -25 | 23 | -12 | 2 | -3 | -10 | 4.4
7 | CCn1c(=O)c2c(nc3n2CC(C)CN3CCc2ccccc2)n(C)c1=O (configuration not stated) | -1.5 | -0.4 | -11 | 36 | -15 | 7 | 2 | -5 | 1 | 11
8 | Cc1ccc(S(C)(=O)=O)cc1C(=O)Nc1cccc(S(=O)(=O)N2CCCCCC2)c1 | 2.2 | -2.1 | 3 | nt | 4 | 0 | 0 | -3 | -6 | -0.6
9 | O=C(CN1CCC(C(=O)c2cccc(F)c2)CC1)NCc1cccs1 | 1.9 | 0.4 | -5 | 17 | -3 | -2 | 4 | 9 | -8 | nt
10 | Cn1cc(CN2CCC(Oc3ccc(C(=O)N4CCCCC4)cc3)CC2)cn1 | 0.4 | -3.0 | -12 | 23 | 7 | -9 | -2 | 0 | -3 | -1.0
11 | Cc1ccc(C)c(-n2c(CNC(=O)c3ccco3)nnc2SCC(=O)N2CCc3ccccc32)c1 | -0.4 | 0.2 | 11 | 24 | 11 | 3 | -1 | -2 | 4 | -2.0
12 | O=C(/C=C/c1cccs1)c1ccc(N2CCOCC2)cc1 | -0.5 | -3.6 | 15 | 31 | -6 | 0 | -7 | 15 | 1 | 0.4
13 | O=C(N/N=C/c1ccc([N+](=O)[O-])o1)c1cc(-c2cccc(Br)c2)nc2ccccc12 | -2.2 | 0.5 | 10 | 9 | -1 | -35 | -3 | 39* | -9 | -1.2
14 | CCC(C)NC(=S)Nc1ccc2nc(N3CCN(CC)CC3)cc(C)c2c1 (configuration not stated) | -0.1 | -1.0 | -11 | 20 | 7 | -7 | 14 | 4 | 3 | nt
15 | COc1ccc(C(CNC(=O)C(=O)Nc2ccc3c(c2)OCO3)N2CCN(C)CC2)cc1 (configuration not stated) | 2.8 | -3.4 | 0 | nt | 2 | -11 | -2 | 6 | -1 | -1.3
16 | CCOC(=O)c1cc2c(=O)[nH]ccc2nc1C(F)(F)F | -2.7 | -2.8 | -13 | 10 | -3 | ? | 24 | 4 | -3 | nt
17 | CCOC(=O)c1c(NC(=O)CCC(=O)O)sc2c1CC(C)(C)OC2 | 0.1 | 1.6 | 11 | 9 | 9 | -2 | 1 | 6 | -9 | -2.3
18 | COc1cccc(NC(=O)CSc2nncn2-c2ccccn2)c1 | -0.7 | -1.0 | -3 | -22 | 5 | 2 | 1 | 2 | 6 | -0.5
19 | O=C(O)c1ccc2c(c1)-c1nc3ccccc3n1C2=O | 5.4 | -0.9 | -9 | 25 | -4 | -35 | 51* | -1 | -2 | -1.1
20 | O=c1[nH]c(/C=C/c2ccc(Cl)cc2Cl)c([N+](=O)[O-])c(=O)[nH]1 | 1.2 | 3.7 | 19 | 6 | 3 | 0 | -1 | 27 | 5 | 1.6
21 | COc1ccc(/C=C/C(=O)OCC(=O)NCCC2=CCCCC2)cc1 | 0.6 | -1.8 | -1 | 21 | 4 | -1 | -1 | 3 | 0 | nt
22 | O=C1NC[C@@H](Cc2ccc(O)cc2)N(CCc2cccc3ccccc23)C1=O | -1.6 | 0.0 | 10 | 23 | 9 | -1 | 4 | 0 | -4 | 3.7
23 | O=C(O)CCCn1cc(NC(=O)COc2ccc([N+](=O)[O-])cc2)cn1 | 3.8 | -0.9 | 9 | 38 | -4 | -2 | -3 | 12 | -2 | nt
24 | O=C1CCNc2c(Cl)cccc21 | 2.8 | -2.7 | 10 | -9 | 3 | ? | 1 | -3 | 3 | 1.1
25 | O=C(Nc1nnc([C@@H]2O[C@H](CO)[C@@H](O)[C@H]2O)s1)Nc1ccccc1C(F)(F)F | nt | -1.9 | -11 | nt | nt | 1 | -2 | 6 | nt | -0.7
26 | O=C(Nc1ccccn1)C12CC3CC(C1)CC(C(=O)Nc1ccccn1)(C3)C2 | -3.3 | -1.1 | 23 | -5 | 7 | 6 | 4 | 5 | -8 | 1.1
27 | COc1cccc(NC(=O)CN(C)C(=O)c2cc(-c3ccccc3)nn2-c2ccccc2)c1 | 3.4 | -2.6 | 11 | nt | 7 | -3 | 3 | 10 | -2 | 0.3
28 | CCc1nnc2c(N(C)S(=O)(=O)c3ccc(C)cc3)nc3ccccc3n12 | 0.6 | -3.7 | 15 | 1 | 4 | 3 | 2 | -10 | -11 | nt
29 | c1cncc(-c2ccc3[nH]ccc3c2)c1 | -2.9 | -1.3 | -1 | nt | 6 | -2 | 5 | -6 | -4 | 0.9
30 | Cc1cccnc1NC(=O)CCCN1C(=O)c2ccccc2C1=O | -0.2 | -2.9 | -12 | 16 | 0 | 2 | -1 | 1 | 6 | -0.1
31 | CN1CCN(C(=O)c2ccccc2NC(=O)c2ccccc2)CC1 | -2.7 | 1.2 | 11 | 4 | 2 | 9 | -1 | 4 | nt | -0.7
32 | COc1cc2c(cc1NC(=O)/C=C/c1cc(OC)c(OC)c(OC)c1)oc1ccccc12 | 0.6 | -0.9 | 6 | 33 | -4 | 0 | 3 | 24 | -55 | -0.9
33 | N/C(=N\O)c1ccc(NC(=O)c2ccc(Br)o2)cc1 | 0.7 | -3.5 | -5 | -9 | 4 | -5 | 0 | 5 | -8 | 1.8
34 | CC(=O)Nc1ccc(NC(=O)C2CCCN2S(=O)(=O)c2cccc3nsnc23)cc1 (configuration not stated) | 1.6 | -2.6 | 4 | -25 | 1 | -6 | 1 | 1 | 3 | nt
35 | CCn1ccnc1CN(C)C(=O)c1cc(COc2ccccc2SC)on1 | -0.1 | -0.4 | 5 | 27 | 3 | -8 | -1 | -7 | 2 | 3.6
36 | COc1ccc(C2/C=C\CN(C(=O)C3CC3)CC(=O)N2Cc2ccc(F)cc2)cc1 (configuration not stated) | 0.8 | 0.7 | -3 | 7 | 5 | 1 | 3 | -2 | -5 | 2.5
37 | CCOc1ccccc1NC(=O)COC(=O)COc1cccc2c1OC(C)(C)C2 | nt | -3.1 | 11 | nt | 5 | 0 | 0 | 3 | nt | 0.5
38 | Cc1nn(C)c(C)c1Nc1ccc(N2C(=O)C3CC=CCC3C2=O)cc1[N+](=O)[O-] (configuration not stated) | 1.2 | -0.9 | 18 | 11 | 8 | 9 | -1 | 16 | -1 | -2.3
39 | O=C(/C=C/c1ccccc1F)c1cccc([N+](=O)[O-])c1 | 0.3 | -1.2 | -9 | 39 | -8 | -2 | 2 | 19 | 5 | nt
40 | Cc1cc(N2CCN(C(=O)c3ccco3)CC2)n2nc(-c3cccc(F)c3)cc2n1 | 0.4 | -3.2 | 1 | 3 | -8 | -10 | 7 | 18 | -8 | -1.8
41 | COc1ccc2oc(C(=O)OCC(=O)N(C)C3CCS(=O)(=O)C3)c(C)c2c1 (configuration not stated) | 1.4 | 1.1 | -31 | nt | -2 | 12 | 45* | 9 | 0 | -0.6
42 | CCCNC(=O)N1CCC(Cc2ccccc2)CC1 | -1.1 | 0.1 | 25 | 19 | 1 | -4 | 3 | -16 | 0 | 1.0
43 | COc1ccc(C(=O)NCC(C)(c2ccccc2)c2ccccc2)cc1S(=O)(=O)N1CCOCC1 | nt | -5.0 | 0 | nt | 7 | -2 | 5 | 3 | nt | -3.1
44 | CC(C)CC(=O)Nc1c2c(nn1-c1ccc(F)cc1)CS(=O)C2 (configuration not stated) | -1.6 | -2.6 | 3 | -37 | 8 | 7 | -1 | 4 | 0 | -1.6
45 | Cc1ccc(-c2noc(CCC(=O)NCCN3CCN(Cc4ccccc4)CC3)n2)cc1 | 0.3 | -2.1 | 7 | 10 | -5 | 5 | -6 | 7 | 0 | 0.4
46 | O=C(CCCN1CCC(c2ccccc2)C1)c1ccc2c(c1)OCCO2 (configuration not stated) | 0.5 | -2.5 | 8 | 10 | 1 | -16 | 2 | 6 | 1 | 1.7
47 | CCC(C)NC(=O)c1cc(OC)c(OC)c(OC)c1 (configuration not stated) | -0.4 | -1.7 | nt | 33 | 1 | 4 | 1 | 10 | 2 | nt
48 | COc1ccc(CCC(C)N2CCC(Oc3ccc(C(=O)N4CCCC4)cc3)CC2)cc1 (configuration not stated) | -0.9 | -1.4 | -9 | 22 | 0 | -6 | 4 | 2 | 1 | -4.4
49 | O=C(CSc1ccccc1F)Nc1ccc(N2CCOCC2)cc1 | -0.5 | 1.2 | 9 | nt | 4 | 0 | 1 | 0 | -7 | 1.1
50 | O=C(O)Cn1c(=O)c2c(c3ccccc31)CCC2 | -0.9 | -1.4 | -1 | -5 | 3 | -8 | 7 | 3 | -7 | -0.9
51 | CCc1ccccc1NC(=O)c1cnc2scc(C)n2c1=O | 1.1 | -2.2 | 5 | 29 | 8 | 4 | -1 | 1 | 1 | 1.1
52 | Cc1ccc(C(C(=O)NC2CCCC2)N(Cc2ccc3c(c2)OCO3)C(=O)Cc2cccs2)cc1 (configuration not stated) | -1.3 | -0.7 | 11 | 27 | 3 | 2 | -1 | -4 | 0 | -0.3
53 | CCOC(=O)c1nnc(-c2ccc(C)cc2)nc1Oc1ccccc1Cl | -0.5 | -3.7 | 4 | -9 | 6 | -3 | 17 | 3 | 2 | -1.6
54 | CN1CCN(C(=S)C(=O)Nc2ccccc2)CC1 | 2.0 | -0.5 | 0 | 30 | 10 | -4 | 2 | -1 | 4 | nt
55 | Cc1cc(C)c2c(N)c(C(=O)c3ccccc3Cl)sc2n1 | -0.6 | 0.3 | -12 | 18 | 1 | -3 | 0 | 18 | 1 | -2.7
56 | Cc1ccc2cc3cc(C(=O)N4CCC5(CC4)OCCO5)oc3nc2c1 | 0.0 | 1.0 | 5 | 27 | -10 | -13 | 8 | 17 | 0 | -1.6
57 | COC(=O)[C@@H]1C[C@H]2CC[C@H](O)C[C@H]2N1Cc1ccc(-c2ccccc2)cc1 | 0.0 | -1.6 | -4 | 15 | 0 | 4 | 1 | 3 | -20 | -0.7
58 | O=C(c1ccc(COCC(F)(F)F)o1)N1CCCCCC1 | 0.5 | -2.6 | 13 | 40 | 4 | -2 | 0 | -3 | 3 | -1.7
59 | O=C(CSc1nc2ccccc2c(=O)n1-c1ccc(Cl)cc1)c1ccco1 | 0.3 | -4.7 | 9 | 20 | -9 | 10 | 1 | 4 | 0 | -0.8
60 | COc1ccc(NC(=O)CSc2ccc3c(c2)OCCO3)cc1S(N)(=O)=O | 0.5 | -3.2 | 7 | nt | 11 | -1 | -1 | -4 | -1 | nt

Nos. 51–52, reprinted for reference:
no. | SMILES | UGM FP inh | FadD28 FP inh | CCHF vOTU inh | DUSP3 inh | MazF activator | BoNT F protease | FBA Mtb inh | GDH-TPI counter | Rv3671c inh | Mtb BioA inh
51 | CCc1ccccc1NC(=O)c1cnc2scc(C)n2c1=O | 1.1 | -2.2 | 5 | 29 | 8 | 4 | -1 | 1 | 1 | 1.1
52 | Cc1ccc(C(C(=O)NC2CCCC2)N(Cc2ccc3c(c2)OCO3)C(=O)Cc2cccs2)cc1 (configuration not stated) | -1.3 | -0.7 | 11 | 27 | 3 | 2 | -1 | -4 | 0 | -0.3

Screening data from PubChem.
